# KCNH2 3.1 inh: qHTS for Inhibitors of KCHN2 3.1: Mutant qHTS | activity change, % (tested at about 1.8 µM) | 340,000 tested, 0.95% active | U2OS KCNH2 3.1, thallium flux FluxOr; hits give low values | Potassium voltage-gated channel subfamily H member 2, brain isoform KCNH2 3.1 (human);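 active = maximum activity change below -70%; inconclusive = maximum activity change from -70% to -50%; inactive = maximum activity change above -50%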;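 also: thallium influx rate constant from kinetic fluorescence after stimulation buffer; % is scaled to controls: 0 for no effect and ±100 for the full control effect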
#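 We transduce U2OS cells with the mutant 3.1 virus, culture them overnight, load FluxOr with Red40 quencher for 45 min, then add stimulation buffer and read kinetically for 2 min to derive a normalized rate constant.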
# FLuc counter: qHTS profiling assay for firefly luciferase inhibitor/activator using purifed enzyme and Km concentrations of substrates (counterscreen for miR-21 project); Luciferin 4-monooxygenase (Photinus pyralis), P08659; purified FLuc, Km substrates, luminescence inhibition; Potency, µM (series often up to 57.5 µM), without a hit: top-dose activity change, negative = inhibition, hits mostly inhibitors; 360,000 tested, 6.9% active; AID 588342, 2011;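 also: potency is read from the fitted curve at half-maximal effect; plate controls were vehicle for no effect and reference inhibitor for full effect; nearly all actives have a fitted effect of over 55% in size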
# Target sequence (P08659 whole entry, looked up): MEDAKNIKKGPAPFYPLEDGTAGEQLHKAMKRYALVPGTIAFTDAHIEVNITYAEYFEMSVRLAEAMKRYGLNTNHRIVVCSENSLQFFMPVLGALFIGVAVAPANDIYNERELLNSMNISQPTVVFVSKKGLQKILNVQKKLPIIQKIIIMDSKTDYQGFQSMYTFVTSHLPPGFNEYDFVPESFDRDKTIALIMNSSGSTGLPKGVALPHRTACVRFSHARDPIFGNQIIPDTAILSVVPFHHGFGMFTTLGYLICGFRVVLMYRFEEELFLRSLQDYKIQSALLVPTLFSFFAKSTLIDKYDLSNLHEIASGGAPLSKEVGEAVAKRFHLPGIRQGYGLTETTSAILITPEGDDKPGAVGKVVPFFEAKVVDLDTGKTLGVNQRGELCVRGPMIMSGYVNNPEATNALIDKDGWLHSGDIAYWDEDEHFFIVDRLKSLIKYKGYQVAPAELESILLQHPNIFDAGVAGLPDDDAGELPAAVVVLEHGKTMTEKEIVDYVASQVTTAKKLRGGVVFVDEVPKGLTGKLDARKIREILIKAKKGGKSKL
#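 Purified P. pyralis luciferase (10nM final) with 10uM D-luciferin and 10uM ATP (Km levels) in 50mM Tris acetate pH 7.5, 10mM Mg acetate, 0.01% Tween-20, 0.05% BSA; qHTS 6-point titration, ~60 µM downward; luminescence read.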
# VP16 counter: VP16 counterscreen qHTS for inhibitors of ROR gamma transcriptional activity; AID 2546, 2010; Drosophila S2 Gal4-VP16 UAS-luciferase, luminescence, 20 h; Potency, µM (titrated, usually from 53.6 µM), without a hit: at the top dose activity, negative = inhibition, hits mostly inhibitors; 310,000 tested, 3.5% active;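 also: Gal4-VP16 expression switched on by copper sulfate through the metallothionein promoter; potency is read from the fitted curve at half-maximal effect; % is scaled to controls: 0 for no effect and ±100 for the full control effect; nearly all actives have a fitted effect of over 50% in size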
# Giardia kill: Small Molecules that selectively kill Giardia lamblia: qHTS; Giardia lamblia trophozoite viability; activity change, % at 7.66 µM, hits read low; 340,000 tested, 0.15% active; AID 540267, 2011; in the data active = activity change below about -80%; inconclusive = between about -30% and that limit;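 also: parasites exposed to compound for two days anaerobically before the ATP read; % is scaled to controls: 0 for no effect and ±100 for the full control effect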
#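 Luminescence from cellular ATP indicates surviving trophozoites (100 cells/well) following 48 hrs anaerobic compound treatment at 37 deg C; signal develops 15-30 min at room temperature.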
# Tb PFK inh: qHTS Assay to Find Inhibitors of T. brucei phosphofructokinase. ATP-dependent 6-phosphofructokinase (Trypanosoma brucei brucei), O15648. T. brucei PFK, ADP-Glo luminescence. Potency, µM (highest dose often 57.5 µM), without a hit: at the top dose activity, negative = inhibition, hits mostly inhibitors. 330,000 tested, 0.17% active. AID 485367, 2010;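 also: potency is read from the fitted curve at half-maximal effect; 0% = uninhibited 1x PFK enzyme wells and -100% = no-enzyme wells; nearly all actives have a fitted effect of over 60% in size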
# Target sequence (O15648 whole entry, looked up): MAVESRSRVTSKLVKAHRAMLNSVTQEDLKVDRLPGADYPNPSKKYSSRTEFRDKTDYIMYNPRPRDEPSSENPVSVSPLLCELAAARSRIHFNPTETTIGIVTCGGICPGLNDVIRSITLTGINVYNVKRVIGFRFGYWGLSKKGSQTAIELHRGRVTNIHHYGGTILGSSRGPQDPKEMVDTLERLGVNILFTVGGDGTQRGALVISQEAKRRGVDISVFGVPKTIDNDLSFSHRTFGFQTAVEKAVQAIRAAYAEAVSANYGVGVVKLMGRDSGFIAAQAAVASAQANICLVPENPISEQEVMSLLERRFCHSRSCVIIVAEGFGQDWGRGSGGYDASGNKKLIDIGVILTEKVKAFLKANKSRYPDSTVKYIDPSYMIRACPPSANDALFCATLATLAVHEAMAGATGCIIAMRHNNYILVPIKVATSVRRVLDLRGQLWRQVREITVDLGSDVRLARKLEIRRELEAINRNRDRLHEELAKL
#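 Luminescent ADP detection (ADP-Glo, two-step: ATP depletion then ADP-to-ATP conversion for luciferase) reported PFK activity after 45 min room-temperature reaction of 1.25 nM enzyme with 0.5 mM F6P and 0.1 mM ATP at pH 8.0.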
# RORgamma inh: qHTS for inhibitors of ROR gamma transcriptional activity. Nuclear receptor ROR-gamma (Mus musculus), P51450. Drosophila S2 Gal4-RORgamma UAS-luciferase reporter, 20 h. Potency, µM (series often up to 53.6 µM), without a hit: at the highest dose activity change, negative = inhibition, actives largely listed as inhibitors. 310,000 tested, 5.4% active; also: potency is read from the fitted curve at half-maximal effect; % is scaled to controls: 0 for no effect and ±100 for the full control effect; nearly all actives have a fitted effect of over 60% in size
#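 Read-out: Photinus luciferase luminescence; inhibitors lower reporter signal. Insect Schneider cells with Gal4-ROR gamma fusion under metallothionein promoter, UAS reporter; 700 uM final copper sulfate induction, 20 hr, ambient temperature.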
# NPC1 promoter act: qHTS Assay for NPC1 Promoter Activators; Huh7 NPC1 promoter luciferase reporter, 24 h; Potency, µM (titrated, usually from 9.22 µM), inactives show at the top dose activation, actives largely listed as activators; 320,000 tested, 2.4% active; AID 485313, 2010;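 also: potency is read from the fitted curve at half-maximal effect; % of control where 0% means no effect; nearly all actives have a fitted effect of over 60% in size; reporter is driven by a mutant NPC1 promoter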
#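 Cells: Huh7 expressing luciferase under the NPC1 promoter, 1500/well. Seeded 2 h, compound added, incubated 24 h at 37 °C. Luciferase reagent, 10 min ambient, then luminescence.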
# Rab9 promoter act: qHTS Assay for Rab9 Promoter Activators; Huh7 Rab9 promoter-luciferase reporter, luminescence, 24 h; Potency, µM (titrated, usually from 9.22 µM), for the others: top-dose activation, negative = inhibition, usual class: activators; 320,000 tested, 2.8% active; AID 485297, 2010; also: potency is read from the fitted curve at half-maximal effect; % of control where 0% means no effect; nearly all actives have a fitted effect of over 60% in size
#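 Luminescence from Amplite-detected luciferase (10 minutes, ambient) reports Rab9 promoter activation. Before that, stable Rab9-luciferase Huh7 cells (1500/well, reduced-serum OP-MEM I plus 10% FBS) were exposed to compound for 24 hours at 37C.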
# uPA generation: qHTS for Inhibitors of Cell Surface uPA Generation; Potency, µM (series often up to 38.3 µM), for the others: at the top dose activity change, negative = inhibition, usual class: inhibitors; 330,000 tested, 0.31% active; AID 540303, 2011; cell surface uPA generation assay, qHTS; active = well fitted inhibition curve with a large enough effect; inconclusive = small, poorly fitted or top-dose-only effect; inactive = no such curve, though single readings can be large or run the other way; tested in mouse RAW 264.7 cells; also: potency is read from the fitted curve at half-maximal effect; % is scaled to controls: 0 for no effect and ±100 for the full control effect; nearly all actives have a fitted effect of over 55% in size
# Coupling enz: qHTS Assay for Inhibitors of Fructose-1,6-bisphosphate Aldolase from Giardia Lamblia: Coupling assay counterscreen; 290,000 tested, 0.67% active; activity change, negative = inhibition, % at 58.2 µM, hits read low; coupling enzyme system counterscreen, AmpLite Red fluorescence; in the data active = activity change below about -30%; also: % is scaled to controls: 0 for no effect and ±100 for the full control effect
#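 Counterscreen of the coupled detection system alone, without aldolase: glyceraldehyde-3-phosphate coupling enzymes plus AmpLite Red readout. Compounds at 57.5 uM final, 10 min RT preincubation, 20 min RT reaction, fluorescence 525/598 nm.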
# ELG1 genotoxic: qHTS screen for small molecules that induce genotoxicity in human embryonic kidney (HEK293T) cells expressing luciferase-tagged ELG1. HEK293T ELG1-luciferase reporter, luminescence, 16 h. 330,000 tested, 1.3% active. Potency, µM (doses to about 46 µM), for inactives: at the top dose activity change, positive = activation, usual class: activators. AID 504466, 2011; also: potency is read from the fitted curve at half-maximal effect; % of control where 0% means no effect; nearly all actives have a fitted effect of over 60% in size
#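 DMSO vehicle served as control against compound-treated ELG1-luciferase HEK293T cells; exposure lasted 16 hr at 37 °C and 5% CO2, followed by ONE-Glo luminescence detection after 30 min.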
# The depositor's hits bear a star; ? = inconclusive; . = not tested or not shown; & = joins results of further samples; [ ] = dose if it differs, or a comment. Unless noted, calls follow the shape of the dose curve; as a rule, active = well fitted curve in the direction sought with a large enough effect; inconclusive = small, poorly fitted or top-dose-only effect, or another doubt; inactive = no such curve, though single readings can be large; an effect the other way counts as inactive or inconclusive. No enrichment for hits; overall some 14% were active at least once.
SMILES,KCNH2 3.1 inh,FLuc counter,VP16 counter,Giardia kill,Tb PFK inh,RORgamma inh,NPC1 promoter act,Rab9 promoter act,uPA generation,Coupling enz,ELG1 genotoxic
Cn1ncc2c(Nc3ccc(-c4ccccc4)cc3)ncnc21,-14.0,?,-1.0%,-3.1,3.0%,?,?,?,-25.0%,-0.8,0.7%
CCOC(=O)C(=NCC1CCCO1)NNc1ccccc1Cl (stereo unspecified),41.9,-12.8%,8.0%,1.2,-3.1%,16.1%,-4.7%,1.1%,-1.3%,1.8,2.3%
C=C1CCC[C@]2(C)C[C@H]3OC(=O)C(CNCCN(CC)CC)[C@H]3CC12 (stereo partly specified),-6.4,-0.1%,2.8%,-0.4,-22.1%,1.3%,2.1%,-0.7%,-12.4%,0.4,-3.1%
C=C1C(C(=O)Nc2ccccc2)C1C(=O)Nc1ccccc1 (stereo unspecified),-8.7,0.7%,-10.2%,-15.9,-6.5%,9.0%,0.8%,0.4%,5.6%,-0.6,8.2%
CCOC(=O)N1CCC(NC(=O)CCC(=O)N2CCOc3ccc(C)cc32)CC1,-1.9,2.1%,?,23.2,0.3%,?,-1.3%,2.4%,2.2%,0.4,-0.9%
O=C(c1ccc(F)cc1)N1CCN(c2cc(N3CCCCC3)c(F)cc2[N+](=O)[O-])CC1,-10.0,1.5%,?,7.5,-3.6%,?,-4.4%,-4.2%,.,0.3,15.2%
O=C(Oc1c(-c2ccco2)oc2ccccc2c1=O)c1cccnc1,-22.2,-7.0%,?,9.3,-8.6%,?,-2.7%,-2.0%,-4.1%,0.7,-6.1%
CCN1C(=O)C(CC(=O)Nc2ccc(F)cc2)N(CCCN2CCN(c3ccc(F)cc3)CC2)C1=S (stereo unspecified),-45.4,-7.8%,?,-1.7,11.7%,-24.6%,-8.2%,0.6%,4.6%,-1.0,-14.9%
COc1ccc(NC(=O)c2cccc3cccnc23)cc1S(N)(=O)=O,14.9,-18.7%,1.3%,-24.1,0.3%,-33.4%,1.2%,10.7%,-1.9%,-1.7,23.2%
CC(C)c1ccc(/C=N/NC(=O)c2cccc(Cl)c2)cc1,-23.9,2.69µM*,?,2.6,-1.5%,?,2.82µM*,2.82µM*,-9.4%,-1.8,20.6µM*
Cn1c(N)c(C(=O)CSc2nn(-c3ccccc3)c(=S)s2)c(=O)n(C)c1=O,-8.8,2.2%,.,9.2,-6.1%,.,-10.4%,-16.4%,0.5%,.,-8.6%
COc1ccc(NS(=O)(=O)c2cccc(-c3nnc(-c4ccccc4)o3)c2)cc1,.,-17.2%,2.2%,10.7,2.8%,?,-1.3%,-3.8%,12.0%,-0.4,-3.9%
O=C(Nn1c(C2CC2)nc2ccccc2c1=O)c1ccco1,10.8,1.2%,.,-6.1,5.8%,-10.4%[0.365 µM],-2.2%,-3.1%,.,5.1,-3.2%
CN(Cc1ccccc1)C(=O)CCS(=O)(=O)c1ccc2c(c1)NC(=O)CS2,-48.7,2.2%,-12.8%,6.7,-2.8%,20.3%,0.8%,-3.3%,-1.0%,3.1,-4.4%
COc1cc2c(cc1OC)C(C(=O)Nc1ccc(F)c(Cl)c1)CC(=O)N2 (stereo unspecified),-110.2*,3.2%,-2.1%,-5.6,0.3%,?,-7.5%,5.1%,-4.9%,0.1,-5.4%
COc1ccc(C2/C=C\CN(S(=O)(=O)/C=C/c3ccccc3)CC(=O)N2Cc2ccc(F)cc2)cc1 (stereo unspecified),-6.6,-1.6%,3.5%&-8.3%,28.9&-7.7,1.3%,15.7%&10.0%,-6.1%,0.5%,-8.3%,-0.5&8.9,-2.5%
Cc1sc2ncnc(NCC3(N4CCOCC4)CCCCC3)c2c1C,-72.3*,-0.7%,-11.3%,5.7,1.1%,57.9%,-0.4%,-0.2%,-0.8%,-4.1,-7.6%
CCN(CC(=O)Nc1c(F)cccc1F)C(=O)CCCOc1ccc(OC)cc1,6.6,1.9%,.,-4.8,-6.4%,.,-4.4%,0.3%,0.4%,.,0.7%
Cn1cc(S(=O)(=O)CC(=O)N2CCc3ccccc32)c2ccccc21,-0.4,-9.8%,2.3%,0.0,-7.4%,1.9%,-0.9%,-7.7%,7.1%,-22.1,4.4%
Cc1ccc(N2CCOCC2)c2c1C(=O)c1ccccc1C2=O,8.0,-1.6%,-17.7%,-13.0,0.8%,-6.7%,-5.0%,-3.1%,-7.2%,5.5,1.0%
CC(NC(=O)OC1CCCCC1)N1C(=O)C2C3C=CC(C3)C2C1=O (stereo unspecified),-6.7,-0.4%,-11.5%,9.3,-3.9%,1.9%,-0.1%,-4.6%,-1.7%,.,?
CCN(CC)S(=O)(=O)c1ccc(N2CCCC2)c(NC(=O)C2CSC3(C)CCC(=O)N23)c1 (stereo unspecified),5.2,0.2%,.,6.7,-1.4%,.,-4.5%,0.7%,-7.9%,.,-4.4%
Cc1ccc(-c2cc(C(F)F)n3ncc(C(=O)Nc4cn(C)nc4C)c3n2)cc1,-5.9,-0.1%,1.9%,7.3,0.4%,5.2%,-8.1%,-14.7%,1.4%,0.5,-0.5%
Clc1nc2ccccc2nc1-c1ccccc1,41.6,?,0.4%,-6.2,-0.3%,-0.4%,-3.0%,1.9%,2.2%,0.1,1.8%
CC(C)CN(CCCNC(=O)CN1C(=O)COc2ccc(S(=O)(=O)N3CCCCCC3)cc21)CC(C)C,-31.9,0.0%&-0.8%,-0.4%,-19.6,1.3%,-1.6%,-0.5%,-0.1%,-9.5%,.,1.6%
CC(C)Oc1ccc(Cc2n[nH]c(=S)n2Cc2ccccc2)cc1Cl,-16.6,-17.2%,-9.9%,7.6,-4.1%,3.98µM*,0.6%,-3.9%,2.8%,0.4,-1.6%
CCOc1ccc(N(CC(=O)Nc2ccccc2)S(C)(=O)=O)cc1,1.0,-11.7%,4.5%,-11.6,0.9%,2.3%,15.0%,?,-1.0%,1.6,8.3%
C=CCc1cc(/C=C2/NC(=O)N(CC(=O)OC)C2=O)cc(OC)c1O,-4.7,1.2%,0.1%,-9.4,-2.6%,?,-11.9%,0.2%,-2.2%,1.2,0.2%
COc1cc(C(=O)NC(=S)Nc2ccc(Cc3ccncc3)cc2)cc(OC)c1OC,4.5,-3.8%,-18.1%,-16.2,-0.9%,0.0%,-8.3%,-2.1%,2.0%,1.6,-12.7%
Cc1c(C)c2ccc(OCC(=O)Nc3ccc(CN4CCOCC4)cc3)cc2oc1=O,23.0,-6.0%,-6.0%,-26.1,-0.9%,-13.4%,-2.5%,-2.0%,-7.3%,-0.3,1.4%
O=C(COC(=O)CCC(=O)c1ccc(F)cc1)Nc1ccccc1,-17.6,0.9%,5.8%,-6.6,1.2%,-0.3%,0.8%,-2.9%,.,-2.6,0.2%
O=C(NCc1cccnc1)C1CCCN(S(=O)(=O)c2ccccc2)C1 (stereo unspecified),2.3,4.0%,1.8%,-2.5,2.3%,23.4%,-1.4%,1.3%,-1.7%,5.1,-2.0%
O=C(NCc1ccc(F)cc1)c1ccncc1,-1.6,-11.7%,-2.7%,-25.7,-3.8%,-31.2%,0.5%,7.2%,-8.6%,-2.4,-2.8%
N#CC1=C(N)C(C#N)(C#N)[C@H](c2ccoc2)[C@H]2CN(Cc3ccccc3)CC=C12,.,-0.4%,12.1%,-4.4,-6.1%,-3.5%,-16.7%,-0.1%,-15.6%,-11.1,3.6%
O=C(Nc1ccc(-c2ccccc2)cc1)c1ccccc1,2.3,-1.1%,2.1%,6.7,0.6%,-0.5%,-2.6%,-2.2%,2.5%,-1.2,-2.0%
O=C(C1CCC(Cn2c(=O)[nH]c3ccccc3c2=O)CC1)N1CCN(c2ccccc2)CC1 (stereo unspecified),3.4,-1.1%,-8.3%,5.4,5.5%,18.3%,-3.0%,-2.4%,26.5%,4.5,-1.3%
O=S(=O)(Nc1nc2ccc(Cl)cc2s1)c1cccs1,3.6,?,?,-17.9,5.4%,32.4%,11.0%,12.1%,3.3%,12.3,1.7%

# Compound activity from PubChem.
